Assay outcomes as filed in PubChem.
N370S GC mod – inhibitors or activators of N370S glucocerebrosidase for Gaucher disease; Potency, µM (series often up to 59.4 µM), inactives show at the highest dose activity change, negative = inhibition, usual class: inhibitors; N370S GC spleen homogenate, 4MU-glucoside fluorescence; 0.092% of 330,000 active; AID 2101; P04062;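 note: 0% = full enzyme activity and -100% = no enzyme basal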
DT40 TDP1 no CPT – qHTS for Inhibitors of human tyrosyl-DNA phosphodiesterase 1 (TDP1): qHTS in cells in absence of CPT | AID 686978, 2013 | DT40 Tdp1-/- hTDP1 cells, no CPT, ATP luminescence, 48 h | 15% of 420,000 active | Potency, µM (top dose mostly 46.2 µM), for inactives: at the highest dose activity change, negative = growth inhibition, hits mostly inhibitors; note: nearly all actives have a fitted effect of over 55% in size
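A cellular qHTS used chicken DT40 cells lacking endogenous Tdp1 but carrying stably transfected human TDP1. Compounds were applied without camptothecin, and cell growth kinetics were judged by ATP-dependent luminescence after ≥48 hr.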
TDP1 block – TDP1 (human) enzyme inhibition | Q9NUW8 | recombinant TDP1, AlphaScreen DNA substrate cleavage | Potency, µM (top dose mostly 130 µM), inactives show at the top dose activity change, negative = inhibition, hits mostly inhibitors | 0.28% of 350,000 active | AID 485290; note: nearly all actives have a fitted effect of over 40% in size
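E. coli-derived human Tdp1, 1 nM final. Cpd preinc 15 min RT; substrate 15 nM final, 5 min RT; AS bead mix 10 ug/ml final, 10 min RT. Signal loss = tyrosine-FITC cleavage. No-enzyme wells = max signal.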
* hit, by the source's call; & = joins results of further samples; [ ] = another dose, or the depositor's remark. Calls come from the whole dose curve; as a rule, active = well fitted curve in the direction sought with a large enough effect; inconclusive = small, poorly fitted or top-dose-only effect, or another doubt; inactive = no such curve, though single readings can be large; an effect the other way counts as inactive or inconclusive. Unless noted, % is set by controls: 0 for no effect and ±100 for the full control effect; potency is the fitted concentration of half-maximal effect. These rows are one share of the data. The share of hits here may be higher or lower than overall.

SMILES | N370S GC mod | DT40 TDP1 no CPT | TDP1 block
CC[C@@H]1C(=O)OC[C@@H]1Cc1cncn1C | -1%&-6%&-4%&0%&4% | 12%&5% | 8%
CCC1C(=O)OC[C@H]1Cc1cncn1C (some centres undefined) | -2% | -6% | 10%[56.1 µM]
